Pin1 inh: inhibitors of human Pin1 | Q13526 | Pin1 FP peptide displacement, HiFluor488, 10 min | Potency, µM (series often up to 115 µM), inactives show top-dose activity, negative = inhibition, most hits filed as inhibitors | 390,000 compounds, 0.009% hits | AID 504891; active means well fitted inhibition curve with a large enough effect in the polarisation, with a control signal flat, not every such curve was filed as active; inconclusive means small, poorly fitted or top-dose-only effect, or effect the other way, or a change in a side signal; inactive means no such curve, though single readings can be large or run the other way; the % refers to the polarisation; further: potency means the concentration at half of the fitted maximal effect; on the % scale 0 is the no-effect control and ±100 the full control effect
HP1b chromo inh: HP1-beta chromodomain-methylated histone interaction inhibition | P83916 | AlphaScreen HP1-beta / biotin-H3K9me3 peptide binding | Potency, µM (doses to about 114 µM), for inactives: at the top dose activity change, negative = inhibition, actives largely listed as inhibitors | 390,000 compounds, 0.56% hits | AID 540317; further: potency means the concentration at half of the fitted maximal effect; nearly all actives have a fitted effect of over 70% in size; inactives centre near 23
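HP1-beta protein (50 nM final) preincubated 30 min at room temperature with biotinylated H3(1-18)K9me3 peptide (50 nM) in PBS pH 7.4, 0.01% Tween-20, then compound added for 30 min. AlphaScreen streptavidin donor/nickel chelate acceptor beads (10 ug/mL final), 30 min dark, luminescence read.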
PI4K2A block: PI4K2A (human) kinase inhibition; Q9BTU6; purified PI4K2A, ADP-Glo luminescence, 1 h; hits give low values; activity change, negative = inhibition, % at 76.9 µM; 420,000 compounds, 0.13% hits; in the data active means activity change below about -50%; inconclusive means mostly about -30% to -49%;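 further: -100% = wells without enzyme as full effect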
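PI4K2A activity was measured by ADP-Glo luminescence: enzyme (4 ug/mL stock) and phosphatidylinositol (1.2 mM stock) in Tris pH 7.5/MgCl2/EGTA/Triton X-100 buffer were reacted with ATP (300 microM stock) for one hour at ambient temperature.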
Tb PGK inh: blocks T. brucei phosphoglycerate kinase; AID 602233; PGK/GAPDH coupled, Kinase-Glo luminescence, 60 min; P07378; 380,000 compounds, 0.043% hits; Potency, µM (doses to about 57.5 µM), inactives show at the top dose activity change, negative = inhibition, usual class: inhibitors; further: potency means the concentration at half of the fitted maximal effect; on the % scale 0 is the no-effect control and ±100 the full control effect; nearly all actives have a fitted effect of over 60% in size
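Recombinant glycosomal PGK reaction used 1,3-bisphosphoglycerate generated in-well by GAPDH (100nM final) in 100mM TEA pH 7.6, 5mM MgCl2, 0.01% Tween-20. After 60 minutes at room temperature, ATP was read by Kinase-Glo Plus luminescence end-point.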
G9a inh: inhibitors of human histone lysine methyltransferase G9a. G9a H3K9 monomethylation, AlphaScreen, 2 h. Potency, µM (top dose mostly 102 µM), without a hit: at the top dose activity, negative = inhibition, hits mostly inhibitors. 350,000 compounds, 8.8% hits. AID 504332; further: potency means the concentration at half of the fitted maximal effect; on the % scale 0 is the no-effect control and ±100 the full control effect; nearly all actives have a fitted effect of over 75% in size
Target sequence (Q96KQ7 913-1193 limits assumed): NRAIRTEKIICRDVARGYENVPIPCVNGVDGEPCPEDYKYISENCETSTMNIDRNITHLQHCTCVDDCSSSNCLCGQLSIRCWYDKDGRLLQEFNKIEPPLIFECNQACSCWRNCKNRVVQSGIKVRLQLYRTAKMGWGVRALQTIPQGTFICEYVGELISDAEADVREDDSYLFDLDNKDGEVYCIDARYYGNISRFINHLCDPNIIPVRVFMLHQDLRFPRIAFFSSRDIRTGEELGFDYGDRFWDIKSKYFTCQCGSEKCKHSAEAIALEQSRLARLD
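Compounds were preincubated with 20 nM G9a for 15 min, after which biotinylated H3K9 peptide (500 nM) and SAM (20 uM) started a 2 h room-temperature reaction. Monomethylated product was quantified by antibody-based AlphaScreen chemiluminescence.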
JMJD2A Tudor inh: JMJD2A Tudor domain (human) inhibition. O75164. AlphaScreen JMJD2A-Tudor / H3K4me3 peptide binding. Potency, µM (doses to about 114 µM), without a hit: at the highest dose activity change, negative = inhibition, hits mostly inhibitors. 390,000 compounds, 4.4% hits. AID 504339; further: potency means the concentration at half of the fitted maximal effect; on the % scale 0 is the no-effect control and ±100 the full control effect; nearly all actives have a fitted effect of over 50% in size
ERG-DNA inh: ERG Ets/DNA interaction inhibition | fluorescence polarization, His-ERG Ets domain / labelled DNA | Potency, µM (titrated, usually from 76.9 µM), inactives show at the highest dose FP activity, negative = inhibition, hits mostly inhibitors | 370,000 compounds, 0.028% hits; active means well fitted inhibition curve with a large enough effect in the polarisation, with a control signal flat; inconclusive means small, poorly fitted or top-dose-only effect, or effect the other way, or a change in a side signal; inactive means no such curve, though single readings can be large or run the other way; the % refers to the polarisation;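 further: polarization taken with two DNA probes labelled with fluorescein and Texas red; potency means the concentration at half of the fitted maximal effect; % of control where 0% means no effect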
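His-tagged ERG Ets domain (1 uM in the protein solution; 300mM KCl, 50mM Tris-HCl, 1mM EDTA, 1mM DTT, pH 7.5) received compound, then a probe mix of 5 nM fluorescein-DNA and 100nM Texas-615-DNA. Fluorescence polarization was read for both dyes.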
BAZ2B inh: blocks human BAZ2B. Potency, µM (highest dose often 114 µM), for the others: at the top dose activity change, negative = inhibition, usual class: inhibitors. AlphaScreen BAZ2B-H3K14Ac peptide displacement. 360,000 compounds, 4.4% hits. Q9UIF8; further: potency means the concentration at half of the fitted maximal effect; on the % scale 0 is the no-effect control and ±100 the full control effect; nearly all actives have a fitted effect of over 60% in size
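AlphaScreen luminescence quantifies BAZ2B engagement of H3K14Ac peptide; the protein and biotinylated peptide are both at 50 nM final, buffer PBS pH 7.4 with 0.01% Tween-20, all steps at room temperature.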
GLS inh: blocks human kidney-isoform glutaminase activity | GLS enzymatic activity, qHTS titration | AID 624170 | 410,000 compounds, 0.21% hits | O94925 | Potency, µM (top dose mostly 45.5 µM), without a hit: top-dose activity change, negative = inhibition, hits mostly inhibitors; further: potency means the concentration at half of the fitted maximal effect; on the % scale 0 is the no-effect control and ±100 the full control effect
Target sequence (O94925 whole entry, looked up, canonical isoform): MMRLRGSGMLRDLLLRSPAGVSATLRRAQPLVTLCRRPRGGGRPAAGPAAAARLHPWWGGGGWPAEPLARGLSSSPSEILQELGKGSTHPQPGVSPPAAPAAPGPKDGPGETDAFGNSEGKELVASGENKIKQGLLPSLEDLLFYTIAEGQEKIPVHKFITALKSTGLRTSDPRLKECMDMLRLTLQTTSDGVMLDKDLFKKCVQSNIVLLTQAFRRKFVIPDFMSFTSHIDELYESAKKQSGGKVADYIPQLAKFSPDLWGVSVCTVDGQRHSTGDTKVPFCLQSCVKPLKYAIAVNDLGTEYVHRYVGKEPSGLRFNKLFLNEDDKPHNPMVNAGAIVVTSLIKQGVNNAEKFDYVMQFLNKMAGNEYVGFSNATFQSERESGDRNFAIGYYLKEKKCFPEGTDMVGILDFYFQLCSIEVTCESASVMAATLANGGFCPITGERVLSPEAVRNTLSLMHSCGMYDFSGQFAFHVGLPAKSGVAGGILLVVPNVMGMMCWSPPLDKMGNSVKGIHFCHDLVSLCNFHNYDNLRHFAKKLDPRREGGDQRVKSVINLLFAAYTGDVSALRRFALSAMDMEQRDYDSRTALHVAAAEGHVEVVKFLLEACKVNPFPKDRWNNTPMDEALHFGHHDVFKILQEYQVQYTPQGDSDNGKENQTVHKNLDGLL
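Two-point fluorescence kinetic (t0, 30 min RT) for hKGA; glutamate detected via glutamate oxidase–HRP–Amplex Red. Substrate: 1 mM L-glutamine solution; buffer 45 mM KH2PO4, pH 8.2.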
* marks the source's active call; other numbers are inactive results; i = inactive; ? = inconclusive; / = no result given; [ ] = dose if it differs, or a comment. Unless noted, the call rests on the fitted dose curve; in most records, active means well fitted curve in the direction sought with a large enough effect; inconclusive means small, poorly fitted or top-dose-only effect, or another doubt; inactive means no such curve, though single readings can be large; an effect the other way counts as inactive or inconclusive.

SMILES	Pin1 inh	HP1b chromo inh	PI4K2A block	Tb PGK inh	G9a inh	JMJD2A Tudor inh	ERG-DNA inh	BAZ2B inh	GLS inh
CCC(C(=O)OC)n1cnc2c(cnn2-c2ccc(Cl)cc2)c1=O (stereo unspecified)	2%	8%	0	i	7%	-16%	-7%	4%	1%
CC(=O)c1cccc(NC(=O)c2ccc(N(Cc3ccccc3)S(C)(=O)=O)cc2)c1	17%	17%	-3	-2%	-30%[59 µM]	-24%	-2%	-12%	1%
N/C(=N\OC(=O)COc1cc(Cl)c(Cl)cc1Cl)c1ccccn1	0%	23%	8	0%	?	-14%	-9%	-11%	6%
CCN(CC)CCCN1C(=O)C(=O)/C(=C(/O)c2ccccc2)C1c1cc(OC)ccc1OC (stereo unspecified)	-4%	32%	3	i	?	-13%	3%	-3%	2%
CCN(CC)S(=O)(=O)c1ccc(C(=O)Nc2cc(S(=O)(=O)N3CCOCC3)ccc2O)cc1	2%	-3%	-5	-5%	/	-12%	1%	/	-5%
c1ccc(-c2ccccc2OCc2nnc3n2CCC3)cc1	-1%	29%	-5	1%	?	-5%	12%	-33%	-1%
COc1ccc(-c2noc(CCC(=O)NCCCN3CCC(Cc4ccccc4)CC3)n2)cc1	-2%	1%	1	-4%	6%[12.7 µM]	-8%	1%	4%	0%
CCOC(=O)C1=NN(C(=O)Nc2cccc(C(F)(F)F)c2)C2C(=O)N(c3cccc(C(F)(F)F)c3)C(=O)C12 (stereo unspecified)	1%	-4%	-16	-2%	-14%[12.7 µM]	-10%	-3%	2%	9%
CC(=O)N1c2ccc(S(=O)(=O)N3CCC(C(=O)NC4CCCC(C)C4C)CC3)cc2CC1C (stereo unspecified)	-5%	44%[activator]	-3	-4%	-3%	-4%	17%	-6%	0%
O=C(CN1CCCCC1)Nc1ccc(F)c(Cl)c1	-8%	21%	3	-7%	14%	5%	0%	2%	5%
Cc1ccc(Oc2nc3ccccn3c(=O)c2/C=C(\C#N)C(=O)Nc2c(C)n(C)n(-c3ccccc3)c2=O)c(C)c1	1%	7%	-3	-3%	-5%	-22%	-4%	-6%	9%
CCOC(=O)c1c(C)[nH]c(N=Nc2ccccc2)c1C	-1%	40µM*	-6	-4%	40µM*	56µM*	-1%	35µM*	4%
CC(=O)Nc1nnc(S(=O)(=O)N2CCN(c3ccc([N+](=O)[O-])cc3Cl)CC2)s1	1%	-7%	-6	i	0%	-33%	18%	-21%	2%
CCc1cc2cc(C)c(C)cc2nc1SCC(=O)NNC(=O)c1ccco1	-2%	18%	-4	1%	19%	-7%	/	7%	-8%
Nc1ccc(C(=O)OCc2nc3ccccc3[nH]2)cc1	0%	39%[activator]	-16	-4%	0%	4%	-16%	18%	-8%
CC(=O)c1cccc(NC(=O)c2cc(-c3ccc(Cl)s3)nc3ccccc23)c1	5%	37%	-2	10%	9%[59 µM]	-1%	-9%	4%	0%
CC(=O)NN1C(=O)c2ccccc2NC1c1ccccn1 (stereo unspecified)	4%	31%	-8	-1%	3%	5%	0%	-5%	-5%
Cc1nc2scc(-c3ccccc3)c2c(=O)n1N=C1C=CC(=O)C=C1	-11%	8.9µM*	-8	i	6%	3.2µM*	1%	-15%	3.2µM*
Cc1ccc(OCC(=O)NNC(=O)C2CSC3(C)CCC(=O)N23)cc1C (stereo unspecified)	-5%	27%	-1	1%	12%	-3%	0%	5%	6%
O=C(NCCc1ccccc1)c1cc([N+](=O)[O-])ccc1N1CCOCC1	-2%	4%[57 µM]	-9	2%	/	-15%	0%	/	11%
Cc1cccn2c(=O)c(C(=O)NCCCN3CC(C)CC(C)C3)c(O)nc12 (stereo unspecified)	-2%	24%	-1	i	?	-2%	-17%	8%	1%
Cn1c(=O)c(C(=O)CN2CCc3ccccc32)c(N)n(Cc2ccccc2)c1=O	7%	-4%	0	1%	35µM*	50µM*	1%	6%	13%
O=C(Nc1cc(S(=O)(=O)Nc2ccc(Cl)cc2)ccc1O)c1ccc(F)cc1F	17%	12%	2	-6%	/	-4%	-3%	/	11%
O=C(Nc1ccccc1-c1nnn(CC(=O)N2CCc3ccccc3C2)n1)C1CCC1	-8%	30%[activator]	2	i	10%[59 µM]	-8%	-12%	2%	-15%
OCC1(Cc2ccccc2)CCN(C2CCN(c3ccccc3F)CC2)CC1	0%	16%	5	-9%	/	-9%	-7%	6%	-15%
Cc1cc(N2CCOCC2)nc2ccc(NC(=O)CCC(=O)N3CCN(c4ccccc4F)CC3)cc12	32%[activator]	27%	-3	i	-1%[59 µM]	-11%	-5%	0%	1%
CC(C)NC(=O)N1CCC(N2CCN(Cc3ccc(F)cc3)C(=O)C2=O)CC1	2%	28%	-1	2%	-4%[59 µM]	-1%	2%	-2%	0%
O=C(/C=C/c1ccc(Cl)cc1)NC(=S)Nc1ccc(C(=O)O)cc1	-10%	?	-1	?	?	22µM*	-7%	50µM*	-23%
CC(=O)c1cc2c(C)c(C(=O)c3ccccc3)oc2cc1O	12%	57%[activator]	-2	i	-6%[59 µM]	12%	0%	9%	6%
CCN(CCCNC(=O)CCCOc1cc(=O)n(C)c2ccccc12)Cc1ccccc1	-3%	38%[activator]	1	/	-14%[59 µM]	-1%	-1%	-23%	7%
Cc1cc(C)cc(NC(=O)C(=O)NCC(c2cccnc2)N2CCc3ccccc3C2)c1 (stereo unspecified)	-1%	21%	-1	-5%	-3%[59 µM]	-1%	1%	-3%	8%
Cc1cc(=O)[nH]c(SCC(=O)Nc2nonc2C)n1	1%	20%	5	-2%	-2%	-3%	6%	2%	-11%
Cc1cccc(/C=N/NC(=O)Cn2nc(C)cc2C)n1	2%	18%	2	1%	-24%[59 µM]	?	-4%	-1%	9%
O=C(NCN1C(=O)C2C3C=CC(C3)C2C1=O)Nc1nncs1 (stereo unspecified)	3%	21%	4	2%	-2%[59 µM]	-6%	-2%	0%	2%
O=C(N/N=C/c1ccccc1C(=O)O)c1cccc(S(=O)(=O)N2CCCCC2)c1	-4%	22%	-1	-3%	-6%[12.7 µM]	0%	-3%	-22%	4%
O=C(Nc1cc(-c2nc3ccccc3o2)ccc1Cl)c1cccc2c(Cl)cccc12	9%	8%	-1	-2%	9%[59 µM]	-16%	-2%	-7%	-1%
COc1cc(OC)nc(/N=C/N(C)C)n1	-4%	17%	0	-2%	-7%[59 µM]	-9%	11%	-5%	8%
O=C(COC(=O)C1(c2ccc(Cl)cc2)CCCC1)N1CCc2ccccc21	2%	45%[activator]	-4	-2%	106%[activator][59 µM]	27%	-3%	1%	2%
CCC(C)C(N=C1NS(=O)(=O)c2ccccc21)C(=O)N1CCC(C)CC1 (stereo unspecified)	1%	36%	0	i	-37%	-4%	-3%	11%	-8%
COc1ccc(C)cc1NC(=O)C1CCN(S(=O)(=O)c2ccc3c(c2)NC(=O)CO3)CC1	6%	9%	-2	-9%	/	-24%	7%	-27%	14%
CC(=O)Nc1nc(SCc2ccc(Cl)cc2Cl)n[nH]1	-4%	37%[activator]	0	-6%	0%[59 µM]	-19%	-4%	-20%	2%
CCC1(C)CC(c2nc(-c3ccc(OC)cc3)cs2)CCS1 (stereo unspecified)	?	80%[activator]	1	-8%	?	-11%	-9%	16%	-7%
COC(=O)c1sccc1S(=O)(=O)N(CC(=O)NCc1ccccc1)c1ccc(C)cc1	2%	6%	-4	-3%	11%[59 µM]	-16%	-2%	-13%	6%
Cc1ccc(C(=O)O/N=C(\N)c2ccc(Br)cc2)cc1	?	51%[activator]	-3	i	?	-2%	4%	0%	-10%
O=C(CN1CCN(c2ccccn2)CC1)Nc1cccc(S(=O)(=O)N2CCCC2)c1	11%	20%	-4	1%	?	-25%	18%	-27%	-10%
Cc1cccc(NC(=O)CN(C)C(=O)c2ccc(N3CCCCCC3)c([N+](=O)[O-])c2)c1C	2%	-12%[57 µM]	1	-12%	/	?	11%	/	4%
COc1ccc(CCN=Cc2c(C)[nH]n(-c3ccc([N+](=O)[O-])cc3)c2=O)cc1OC	-2%	34%	-1	1%	6%	0%	2%	4%	1%
NC(=O)CSc1nc2ccccc2c(=O)n1Cc1ccco1	1%	34%[activator]	0	i	-11%[59 µM]	-4%	3%	3%	-6%
COc1ccccc1N1CCN(C(=O)c2sc3nc(C)nc(N4CCN(c5ccccn5)CC4)c3c2C)CC1	9%	-2%	-3	8%	25µM*	?	-11%	?	5%
COc1ccc(CCC(C)Nc2cccc(F)c2)cc1 (stereo unspecified)	-5%	142%[activator]	-2	0%	?	57%[activator]	3%	18%	1%
Cc1ccc2oc(C(=O)N3CCN(C)C[C@@H]3C(C)C)c(C)c2c1	-3%	27%	-1	-9%	45%	-11%	0%	-29%	0%
COc1ccc(Oc2coc3cc(OC(=O)/C=C/c4ccccc4)ccc3c2=O)cc1	1%	5%	32	7%	22%[59 µM]	-14%	1%	-2%	18%

From PubChem BioAssay
